Compound activity: PubChem, several laboratories
CHRM5 antagonist: CHRM5 antagonism in calcium assay; CHO-hM5 cells, Fluo-8 calcium fluorescence, ACh EC80; actives 0.59% (n = 360,000); P08912; inhibition, % at 3 µM;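 active means inhibition above a per-plate cutoff, the mean of that plate's test compounds plus 3 SD, cut at about 27% in these data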;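 further: 0% = acetylcholine EC80 with DMSO and 100% = DMSO without agonist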
CHRM5 PAM: potentiates acetylcholine response at human M5 receptor; P08912; activation, % at 3 µM; actives 0.3% (n = 360,000); CHO-K1 hM5, Fluo-8 calcium, ACh EC20 PAM; 0% = ACh EC20, 100% = ACh EC100;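 active means activation above the run cutoff, the mean activation of all test compounds plus 3 SD, cut at about 18% in these data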
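Assay system – human M5 receptor in CHO-K1 cells · Read-out – % activation, ACh-normalized · Technique – Fluo-8 calcium fluorescence · Dosing – single-point, 3 µM nominal · Incubation – Fluo-8 loading 80 min at 37 °C plus 30 min room temperature · Repeats – singlicate, one well per test compound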
CHRM4 agonist: agonists of human muscarinic M4 receptor (CHRM4); CHO-K1 hM4/Gqi5, Fluo-8 calcium fluorescence; vehicle 0%, full acetylcholine response 100%; activation, % at 3 µM; actives 0.14% (n = 360,000); AID 624127;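 active means activation above the run mean over all test wells plus 3 SD, cut at about 32% in these data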;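 further: peak over basal fluorescence ratio per well then scaled between controls; 0% = DMSO wells and 100% = acetylcholine at EC100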
CRFR2-BP ag: agonists of human CRF-binding protein/CRF-R2 receptor complex | activation, % at 13.2 µM | HEK293 CRF-R2/CRF-BP, calcium dye fluorescence (FLIPR); percent of saturating CRF peptide response | actives 0.46% (n = 350,000);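 active means activation of at least 50%, plus an integration ratio under a set limit after plate pattern correction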;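 further: plate controls were neutral control wells without compound for no effect and CRF at EC100 for full effect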
M5 ag: CHRM5 agonism in calcium assay; actives 0.19% (n = 360,000); activation, % at 3 µM; P08912; CHO-K1 hM5 cells, Fluo-8 calcium fluorescence; 0% DMSO wells, 100% maximal acetylcholine response; AID 624037;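 active means activation above the run's mean over test compounds plus 3 SD, cut at about 23% in these data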;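 further: signal is peak over basal fluorescence ratio across the kinetic read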
IDE inh: cellular human IDE inhibition; HEK cells, FAbetaB cleavage, fluorescence polarization; inhibition, % at 5.59 µM; actives 0.41% (n = 320,000); P14735; AID 434962;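 active means percent inhibition above the average of all tested compounds plus 3 SD, set per screening campaign, cut at about 16% in these data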;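 further: IDE supplied by intact live HEK cells; FP after avidin binding of uncleaved biotin substrate so inhibition keeps polarization high; 0% = DMSO wells and 100% = 60 µM reference IDE inhibitor Ii1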
Target sequence (P14735 whole entry, looked up): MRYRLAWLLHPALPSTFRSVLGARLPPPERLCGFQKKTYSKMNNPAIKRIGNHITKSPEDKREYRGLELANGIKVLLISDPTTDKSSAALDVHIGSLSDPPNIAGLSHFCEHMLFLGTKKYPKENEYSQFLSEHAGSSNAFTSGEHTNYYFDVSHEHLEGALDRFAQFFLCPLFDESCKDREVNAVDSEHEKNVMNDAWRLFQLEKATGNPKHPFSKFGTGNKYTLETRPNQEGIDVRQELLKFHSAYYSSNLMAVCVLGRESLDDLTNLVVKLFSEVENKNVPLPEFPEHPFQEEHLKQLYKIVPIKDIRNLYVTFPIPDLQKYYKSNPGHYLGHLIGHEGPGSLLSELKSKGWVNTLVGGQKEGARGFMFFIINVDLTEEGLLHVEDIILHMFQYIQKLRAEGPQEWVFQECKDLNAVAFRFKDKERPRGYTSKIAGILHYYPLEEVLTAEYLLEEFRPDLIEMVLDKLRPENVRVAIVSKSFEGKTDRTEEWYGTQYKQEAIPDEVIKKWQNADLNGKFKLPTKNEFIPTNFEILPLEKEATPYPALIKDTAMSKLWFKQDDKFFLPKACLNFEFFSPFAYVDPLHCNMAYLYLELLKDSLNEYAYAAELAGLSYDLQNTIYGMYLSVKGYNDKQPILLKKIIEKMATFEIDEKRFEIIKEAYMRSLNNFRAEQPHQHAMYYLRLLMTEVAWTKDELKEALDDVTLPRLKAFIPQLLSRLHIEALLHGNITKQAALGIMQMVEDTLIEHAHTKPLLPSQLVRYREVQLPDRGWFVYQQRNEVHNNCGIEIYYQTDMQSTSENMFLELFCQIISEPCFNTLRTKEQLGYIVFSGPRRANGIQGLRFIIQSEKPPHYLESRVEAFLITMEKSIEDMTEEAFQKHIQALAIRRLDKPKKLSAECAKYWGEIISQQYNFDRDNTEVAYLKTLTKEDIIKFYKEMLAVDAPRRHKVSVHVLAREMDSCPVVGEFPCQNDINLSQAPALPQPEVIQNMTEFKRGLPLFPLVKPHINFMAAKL
M4 PAM: potentiates acetylcholine response at human M4 receptor. activation, % at 3 µM. P08173. CHO-K1 hM4/Gqi5, Fluo-8 calcium fluorescence, ACh EC20; 0% = ACh EC20, 100% = maximal ACh. AID 624126. actives 0.4% (n = 360,000);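 active means activation above its plate's cutoff, the mean activation of sample wells plus 3 SD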; further: some results filed as inactive read as strong as hits
CHRM4 antagonist: CHRM4 antagonism in calcium assay; P08173; AID 624125; CHO-hM4 cells, ACh EC80, Fluo-8 calcium fluorescence; actives 0.73% (n = 360,000); inhibition, % at 3 µM;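 active means inhibition above its plate's cutoff, the mean inhibition of sample wells plus 3 SD, cut at about 27% in these data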;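 further: 0% = acetylcholine EC80 with DMSO and 100% = DMSO without agonist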
CRFR2-BP antag: blocks CRF-induced signaling of the CRF-BP/CRF-R2 complex; HEK293 CRF-R2/CRF-BP, CRF-induced calcium fluorescence; inhibition, % at 11.8 µM; actives 0.59% (n = 350,000); AID 588475;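 active means inhibition of the ligand-induced calcium signal above about 50% at the single tested concentration, limit read from the data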
* hit, by the source's call; . = not tested or not shown.

Values in the order – M5 ag, CHRM5 antagonist, M4 PAM, IDE inh, CHRM4 agonist, CRFR2-BP antag, CHRM4 antagonist, CHRM5 PAM, CRFR2-BP ag
1. CCn1c(C)cc(/C=C2/NC(=O)N(CC(=O)Nc3cccc(C)c3)C2=O)c1C
  -1, -1, -2, -4, 0, -32, 12, -3, 3.6
2. CC1(C)CC(=O)N(c2ccc(Cl)cc2Cl)C(=O)C1
  -3, 2, 0, -1, 0, 32, 6, 3, 1.9
3. COc1ccccc1OCCNc1nc2c(c(=O)n(C)c(=O)n2C)n1C
  -6, 0, -4, 5, 2, 17, 0, 15, -1.5
4. O=C(Cc1nn[nH]n1)Nc1ccc(F)cc1F
  0, 6, -6, 1, 0, 3, 5, -1, 0.8
5. NC(=O)C1CCN(C2CC(=O)N(Cc3ccc(N4CCCC4=O)cc3)C2=O)CC1 (stereo not given)
  0, -2, 7, 4, 1, 26, 13, 5, -1.3
6. CCOC(=O)[C@H]1[C@H]2COc3ccc(OC)cc3[C@@H]2N2C(=O)CN(Cc3ccc(OC)cc3)C(=O)[C@@]12C
  -2, 5, 1, 7, 11, -4, -9, -18, -1.4
7. COc1ccc2nc(NC(=O)c3ccc(NS(=O)(=O)c4cccs4)cc3)sc2c1
  2, 2, -2, 4, 1, -22, -5, -1, -2.2
8. Cc1ccc(NC(=O)CCC(=O)N2CCN(S(=O)(=O)c3ccc(C)cc3)CC2)cc1
  -3, 15, -4, 2, 2, 0, 5, -3, -0.7
9. Cc1cc(=O)cc(C)n1-c1ccccc1N
  -5, 4, 2, 6, 1, 2, -6, -4, 4.1
10. COc1cc(/C=C\C(=O)NCc2ccc3[nH]c(C)cc3c2)cc(OC)c1OC
  -1, -2, 15, 3, 1, 8, -6, 5, -2.3
11. CCc1cccc(NC(=O)CCCCCC2NC(=O)NC2C)c1 (stereo not given)
  3, 0, -1, 22*, 0, -7, 7, 6, 4.6
12. CCCCNC(=O)C[C@@H]1C[C@@]2(C(=O)OCC)CCCC=C2N(Cc2ccc(Cl)cc2Cl)C1=O
  -3, 7, 0, ., -1, ., 4, 3, .
13. COc1cccc(CC2(CO)CCN(Cc3cccn3-c3cccnc3)CC2)c1
  -3, -3, -3, 4, 2, 17, 3, 3, 0.5
14. Cc1ccc(OCC(=O)c2ccc(Cl)s2)c([N+](=O)[O-])n1
  -1, -7, -3, -4, 0, -8, 2, -4, 0.1
15. COc1ccc(N2CCN(C(=O)c3ccncc3)CC2)cc1
  -4, 7, 13, 3, 1, 16, 7, 1, -1.5
16. Cc1ccc(NC(=O)c2ccc(OC(=O)CCN3C(=O)c4ccccc4C3=O)cc2)cc1
  1, 1, -1, 6, 2, 1, -1, -6, -0.5
17. O=C(COc1ccccc1)NC(Cc1c[nH]c2ccccc12)C(=O)O (stereo not given)
  1, 1, 14, 0, 2, -3, -10, 1, 2.7
18. Cc1cc2cc(CN(Cc3ccc4c(c3)OCO4)C(=O)c3cnccn3)c3nnnn3c2cc1C
  0, 0, 16, 0, 1, -23, 0, -5, -1.0
19. COc1ccccc1C(=O)NC(CCSC)C(=O)OCC(=O)NC(=O)NCc1ccco1 (stereo not given)
  -2, -5, 20, 0, 3, -1, -17, -2, -1.8
20. O=c1c2c(nc3nc(NCc4cccc(Cl)c4)[nH]n13)CCC2
  1, -2, -4, 5, 1, -12, 3, -2, 1.1
21. CC(=O)NC(Cc1ccccc1)c1ccc2c(c1)OCCCO2 (stereo not given)
  -1, 4, -4, -5, 1, 7, 7, 0, -0.5
22. CC(C)CNC(=O)N[C@@H](CC(C)C)C(=O)O
  0, 3, 5, -1, 1, -8, -2, 0, 0.7
23. Cc1c(-c2nc3ccccc3[nH]2)cnn1C
  0, -6, -5, 6, 2, -4, 4, 4, -0.4
24. CCN(CC)c1ccc2c(Cl)c(Br)c(=O)oc2c1
  28*, 70*, -17, 7, 27, -86, 62*, -19, 37
25. O=C(CCn1nc(-c2ccccc2)ccc1=O)N1CCN(c2ccccn2)CC1
  1, 6, 1, 1, 5, 2, 4, -7, -3.3
26. COc1cccc(C2/C(=C(/O)c3cnn(-c4ccccc4)c3C)C(=O)C(=O)N2CCN(C)C)c1OC (stereo not given)
  0, -4, -1, -1, 0, -16, -5, -5, 1.7
27. Cc1csc(NC(=O)C2CCN(C(=O)CSc3nnc(C)n3Cc3ccccc3)CC2)n1
  -4, -2, -3, 9, 0, 7, 6, -2, -0.3
28. O=C1NC(=S)S/C1=C/c1ccc(N2CCOCC2)o1
  -1, 4, 5, 8, 1, -56, 5, -1, 52*
29. COc1ccc(S(=O)(=O)NCC(c2ccc3c(c2)OCO3)N2CCN(c3ccccc3)CC2)cc1 (stereo not given)
  2, 2, 8, 7, 0, 6, 2, -2, -0.8
30. COc1ccc(C(=O)CSc2nc(C(C)(C)C)nc3ccccc23)cc1
  -5, 4, -7, 6, -1, -37, 0, 5, 1.8
31. COc1ccc(NC(=O)c2ccc(S(=O)(=O)N3CCCC3)cc2)cc1OC
  5, 6, 2, 5, 3, 4, -15, -2, 0.2
32. COc1cc(CN2CCCCCC2)cc(OC)c1OC
  -8, -1, -2, 0, 0, 9, 7, 7, 1.4
33. O=C(OCC(=O)N1CCOCC1)c1cccc(F)c1
  -2, 1, 2, 11, 1, 20, -4, -2, 0.5
34. CCCCN1C(=O)c2ccc(C(=O)OCC(=O)N3CCN(c4ccccc4)CC3)cc2C1=O
  2, 6, 2, 1, 2, 4, 7, 2, -1.0
35. CC1CCCN(S(=O)(=O)c2ccc(C(=O)Nc3nnc(-c4ccccc4Cl)o3)cc2)C1 (stereo not given)
  0, 4, -4, 2, 1, -29, -3, -6, 48
36. COc1cccc(CNC(=O)Cn2nc(-c3ccc(Cl)cc3)ccc2=O)c1
  -4, -8, -8, 2, -1, 9, 4, -3, -3.3
37. CN(C)C(=O)Cn1cnc2c(cnn2-c2ccc(F)cc2)c1=O
  1, -3, 1, 4, 1, -1, -7, -1, -1.0
38. O=C(NC1CCS(=O)(=O)C1)c1ccccc1C(=O)c1ccccc1 (stereo not given)
  1, 3, -2, -2, 0, -2, -1, 1, 0.6
39. C=CCn1nc([N+](=O)[O-])nc1Sc1cccc2cccnc12
  -5, 5, 13, -4, 0, -7, 4, 3, -1.7
40. CCCCN(CCCC)CCCNC(=O)C1CC(c2cc(C(F)(F)F)cc(C(F)(F)F)c2)=NO1 (stereo not given)
  2, -14, 18, 1, 2, 2, 1, 9, 6.9
41. Nc1cc(=O)n(Cc2ccco2)c(=S)[nH]1
  4, 4, -1, ., 2, 7, 4, -2, 1.4
42. CCCCn1nnnc1SCC(=O)NNC(=O)c1ccco1
  -1, -15, 0, -1, 2, 8, -11, -1, -0.1
43. C[C@H](NC(=O)OCc1ccccc1)c1nnc([C@H](Cc2ccccc2)NC(=O)OC(C)(C)C)o1
  -2, 2, 4, -3, 2, -14, -1, 2, -2.6
44. CCOC(=O)CSc1nc2c(c(=O)[nH]1)C(C)(CC)Cc1ccccc1-2 (stereo not given)
  -5, 8, 5, 0, 0, -12, -14, -4, 0.2
45. CCOc1ccc(C(=O)NCC(=O)Nc2ccc3c(c2)OCO3)cc1OCC
  2, 11, -1, ., 0, 2, 1, -8, -1.2
46. Cc1c(Cc2ccc3c(c2)OCO3)sc(NC(=O)c2cccc3ccccc23)c1C(N)=O
  2, 3, -2, 3, 0, -21, 3, 0, 0.7
47. Cc1cccc(NC(=O)CNC(=O)C(NC(=O)Cc2ccccc2)C(C)C)c1C (stereo not given)
  -4, -8, 4, -1, 1, 1, -11, -3, -1.8
48. Cc1ccc(-c2nnn(CC(=O)N3CCN(c4nc5ccccc5s4)CC3)n2)cc1
  -4, 1, 9, 7, -1, -6, -5, -7, -3.6
49. CCCCCn1c(=O)[nH]c2cc(C(=O)NCCCN(CC)CC)ccc2c1=O
  -5, 3, -6, 1, 0, -18, 2, -3, 0.1
50. O=C([C@@H]1CC=C[C@@H]2CCN(C3CC3)C(=O)[C@@H]21)N1CCN(c2ccccc2)CC1
  3, 2, 4, 0, 1, -17, 2, 2, -8.5
51. CN(c1ccc(Cl)cc1)S(=O)(=O)c1nnc(NC(=O)c2ccco2)s1
  -3, 2, -4, 2, 3, 32, 7, -7, -0.5
52. CC(=O)c1ccc(S(=O)(=O)NCCC(=O)OCC(=O)N2CCCC2=O)cc1
  3, 4, -1, -3, 2, 1, -13, 2, 0.5
53. Cc1cnc(C(=O)OCC(=O)N(Cc2ccccc2)C(C)(C)C)cn1
  5, -6, -1, 5, 2, 6, -15, 1, -2.5
54. CC(=O)C1=C(O)C(=O)N(c2nnn(C)n2)C1c1cccs1 (stereo not given)
  2, -1, 6, 6, 1, -5, -5, 0, 0.0
55. O=C(c1ccc2c(=O)n(Cc3ccccc3Cl)c(=S)[nH]c2c1)N1CCOCC1
  -5, -1, 2, 4, 1, -10, -8, -2, 1.3
56. C1=CCC(CN2CCN(C3CCCCCC3)CC2)CC1 (stereo not given)
  -17, 10, -19, 3, 4, -18, 7, 0, 1.0
57. O=Cc1cn(-c2ccccc2)nc1-c1cccnc1
  5, 2, 4, 1, 1, 17, -9, 2, -3.5

Entries from the list above with a thiophene ring, fused or not:
Values in the order – M5 ag, CHRM5 antagonist, M4 PAM, IDE inh, CHRM4 agonist, CRFR2-BP antag, CHRM4 antagonist, CHRM5 PAM, CRFR2-BP ag
7. COc1ccc2nc(NC(=O)c3ccc(NS(=O)(=O)c4cccs4)cc3)sc2c1
  2, 2, -2, 4, 1, -22, -5, -1, -2.2
14. Cc1ccc(OCC(=O)c2ccc(Cl)s2)c([N+](=O)[O-])n1
  -1, -7, -3, -4, 0, -8, 2, -4, 0.1
46. Cc1c(Cc2ccc3c(c2)OCO3)sc(NC(=O)c2cccc3ccccc23)c1C(N)=O
  2, 3, -2, 3, 0, -21, 3, 0, 0.7
54. CC(=O)C1=C(O)C(=O)N(c2nnn(C)n2)C1c1cccs1 (stereo not given)
  2, -1, 6, 6, 1, -5, -5, 0, 0.0
